# Hsp70 displacement – Hsp70 inhibitors, probe displacement, primary screen, biochemical, fluorescence polarization (AID 583); Hsp70 fluorescence polarization probe displacement, mP; higher % means a stronger effect; displacement, % at 20 µM, or IC50 in µM where a hit was titrated; actives 0.06% (n = 140,000); in the data active means displacement above about 50%;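 further: plate controls were vehicle for no effect and reference ligand for full effect; a part of the inactive calls stands beside numbers as strong as those of hits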
# Rat MKP-3 inhibitors – inhibition of rat DUSP6 enzyme activity – biochemical, in vitro, primary screen (AID 425); recombinant MKP-3 phosphatase activity, fluorescence; higher % means a stronger effect; inhibition, % at 20 µM, or IC50 in µM where a hit was titrated; actives 0.17% (n = 110,000); in the data active means inhibition above about 50%;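 further: plate controls were vehicle for no effect and reference inhibitor for full effect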
# * = called active by the depositor; nt = not tested or not shown; & = joins results of further samples.
Compound,Hsp70 displacement,Rat MKP-3 inhibitors
COc1ccc(C2=CSC3=C(C(=O)c4cccc(S(=O)(=O)N(C)C)c4)CCN23)cc1,-13%,nt
COc1cccc(S(=O)(=O)Nc2ccc(C(=O)N3CCOCC3)cc2)c1,-3.0%,-8%
O=C1OC(c2ccc(Br)cc2)=C/C1=C/c1ccc(-c2ccccc2[N+](=O)[O-])o1,-8.5%,7%
C=CCOc1ccc(NC(=O)C2CC(=O)N(C(C)C)C2)cc1 (configuration not stated),2.6%,-7%
COc1ccc(C2Nc3ccccc3NC3=C2C(=O)CC(c2ccccc2)C3)cc1Br (configuration not stated),-6.2%,0%
O=C1NCC(O)=C1C=NC12CC3CC(CC(C3)C1)C2,0.3%,-9%
CCOC(=O)CN1C(=O)C(O)=C(C(C)=O)C1c1ccc([N+](=O)[O-])cc1 (configuration not stated),13%,nt
Cc1cccc(NC(=O)C2c3ccccc3C(=O)N3CCc4ccccc4C23)n1 (configuration not stated),-5.5%,-1%
Cc1cc(=O)c2ccccc2s1,nt,-3%
CCc1nnc(NC(=O)C2CCCN2S(=O)(=O)c2ccc(C)cc2)s1 (configuration not stated),2.5%,3%
CCOC(=O)N1CCC(N2CCN(S(=O)(=O)c3ccc(Cl)cc3)CC2)CC1,-0.3%,nt
O=P(CCCO)(c1ccc(Cl)cc1)c1ccc(Cl)cc1,0.2%,1%
CC1(C)CC(=O)C2=C(C1)Nc1ccccc1NC2c1cccc(O)c1O (configuration not stated),4.5%,1%
Cn1c(=O)c2c(nc(Oc3ccccc3)n2C)n(C)c1=O,3.1%&-4.0%,0%
Cc1ccc(OCc2nnc(SCC(=O)Nc3cc(C)on3)n2C)cc1,-1.1%,-1%
O=C(Sc1nnnn1C1CCCCC1)c1cccs1,1.9%,5%
COc1ccc(-c2ccc(=O)n(CC(=O)Nc3cccc(O)c3)n2)cc1OC,-0.7%,-6%
CC(C)Cc1nc(SCC(=O)NCc2ccccc2)n[nH]1,-4.0%,-2%
COc1ccc(C2N(c3cc(Cl)ccc3OC)C(=O)C3CCCN32)c(OC)c1 (configuration not stated),0.1%,-2%
COCCn1nnnc1CN1CCOCC1,2.3%,-1%
Cc1ccc(N2C(=O)C(Cl)=C(N3CCN(c4ccccc4)CC3)C2=O)c(C)c1,-1.4%,3%
Cc1ccc(S(=O)(=O)NNC(=O)c2ccncc2)cc1[N+](=O)[O-],-0.3%,2%
CN(C)c1ccc(CN2CCCC(O)C2)cc1 (configuration not stated),0.7%,-6%
OCCNCC(O)Cn1ccc2ccccc21 (configuration not stated),1.2%,-5%
COc1ccc(Cl)cc1NC(=O)COc1c(C)cc(C)cc1C,0.7%,4%
CC(=O)Nc1ccc(S(=O)(=O)NCc2ccc(C(=O)NCc3ccc(Cl)cc3)cc2)cc1,0.5%,nt
Cc1cccc(NS(=O)(=O)c2cccc3cccnc23)c1,-4.5%,2%
O=c1c2ccccc2nnn1Cc1ccccn1,6.8%,-5%
O=C(CCC(=O)N1CCCC1)Nc1nnc(C(F)(F)F)s1,4.4%,-5%
Cc1cc(=O)n2nc(N3CCCC(C(=O)NCCc4ccccc4)C3)sc2n1 (configuration not stated),2.5%,-2%

# Going on with the list.
Compound,Hsp70 displacement,Rat MKP-3 inhibitors
CCOC(=O)C1CCCN(C(=O)c2cc(Nc3ccc(OC)c(OC)c3)nc3ccccc23)C1 (configuration not stated),5.9%,5%
CC(c1ccccc1)C1CC(=O)N(c2ccc([N+](=O)[O-])cc2)C1=O (configuration not stated),-5.1%,0%
CC(=O)N1CCN(CCN=CC2=C(O)CC(c3ccc(Cl)cc3)CC2=O)CC1 (configuration not stated),1.3%,3%
CCc1ccc(CC)c(S(=O)(=O)Nc2ccc(O)c(C(=O)O)c2)c1,-1.0%,-7%
CCOC(=O)CC(=O)CSc1nc2c(cc1C#N)CCCCC2,1.2%,2%
COc1ccc(Nc2ncnc3c2cnn3Cc2ccc(C)cc2)cc1,-2.6%,nt
COc1ccc(S(=O)(=O)N(Cc2ccccc2)c2ccccc2C(=O)N2CCOCC2)cc1,-5.7%,3%
COC(=O)c1cccc(S(=O)(=O)N2CCC(n3nnc4cc(F)ccc43)CC2)c1,1.8%,-2%
CCCCn1c(CN2CCN(C(=O)c3ccco3)CC2)nc2c1c(=O)n(C)c(=O)n2C,2.5%,-4%
O=c1c2[nH]c3ccc(F)cc3c2ncn1CCCn1ccnc1,3.7%,-12%
COc1cccc(NC(=O)c2cccnc2)c1,-3.9%,-9%
O=C(O)/C(=N\O)c1cn2ccccc2n1,-2.0%,0%
Cc1ccc2c(C)nc(NC3=NCN(CCc4ccccc4)CN3)nc2c1,-2.1%,-7%
COC(=O)COc1ccc(S(=O)(=O)NCc2ccco2)cc1Cl,0.2%,0%
COc1ccc(/C(C)=N/OCC(=O)Nc2cccc(C(F)(F)F)c2)cc1OC,-0.9%,4%
COc1ccc(-c2c(NC(=O)C(C)C)n(C)c3ccccc3c2=O)cc1,-6.1%,nt
CC(OC(=O)c1nsc(Cl)c1Cl)C(=O)NC(C)(C)C (configuration not stated),0.5%,nt
CCNC(=O)c1ccccc1NC(=O)c1cccc(S(=O)(=O)N2CCOCC2)c1,0.5%,nt
COc1ccc(N(CC(=O)Nc2ccc(C(C)C)cc2)S(=O)(=O)c2ccc(C)cc2)c(OC)c1,-0.5%,4%
CC(=O)C1=C(O)C(=O)N(Cc2ccco2)C1c1ccccc1 (configuration not stated),-2.0%,-4%
Cc1nnc(SCC(=O)NCCOc2ccc(Cl)cc2)n1-c1ccccc1,4.2%,2%
CN(C)c1ccc(-n2nc3ccc4ccccc4c3n2)cc1,2.1%,-2%
Cc1cc2n(n1)SC(Nc1cc(Cl)ccc1Cl)N2 (configuration not stated),6.1%,nt
CC(C)OC(=O)C(C)(C)Oc1ccc(C(=O)c2ccc(Cl)cc2)cc1,7.1%,-6%
CCOc1ccc(-c2nc(N)ncc2Oc2cccc(OC)c2)c(O)c1,-0.9%,nt
Cc1onc(-c2ccccc2)c1C(=O)Nc1ccc2c(c1)OCO2,4.0%&-2.5%,-1%&3%
Cc1cc(N2CCCC2)nc(SCC(=O)c2ccccc2)n1,0.4%,nt
CC(C)(C)NC(=O)C1(C)CC2c3ccccc3C1c1ccccc12 (configuration not stated),-4.3%,3%
Cc1ccc(C2=[N+]([O-])C3(CCCCC/C3=N\NC(N)=S)N(O)C2(C)C)o1 (configuration not stated),0.0%,nt
O=C(CSc1nccc(=O)[nH]1)N1c2ccccc2CCc2ccccc21,6.2%,1%

# Remaining list, next part:
Compound,Hsp70 displacement,Rat MKP-3 inhibitors
CCOC(=O)CSc1nc(N(C)C)nc(N(C)C#N)n1,4.0%,-8%
c1coc(CNc2ncnc3nc[nH]c23)c1,0.5%,-5%
O=C1CCCCCC1C1(O)C(=O)Nc2ccc(Br)cc21 (configuration not stated),-3.1%,-3%
CC(C)N(C(=O)CSc1nnc(NC(=O)c2cccs2)s1)C(C)C,2.3%,nt
O=C1C(Cl)=C(NCC2CCCO2)C(=O)N1c1ccccc1 (configuration not stated),3.0%,-12%
COc1ccc(C2c3cc(OC)c(OC)cc3CC(=O)N2c2ccc(OC)cc2)cc1 (configuration not stated),0.8%,0%
O=C(c1ccc2c(c1)OCCO2)C1CCCCC1,-0.3%,1%
CN(Cc1cccs1)C(=O)CSc1nnnn1C,-3.1%,nt
CCOC(=O)C1=C(C)NC2=C(C(=O)c3ccccc32)C1c1cccnc1 (configuration not stated),3.3%,-3%
COc1ccc(OC)c(N(CC(=O)N2CCCC2)S(C)(=O)=O)c1,0.8%,-1%
Cc1ccccc1OCC(=O)NNC(=O)C(F)(F)F,0.4%,0%
Cc1cccc(C)c1NC(=O)CSc1nnc(-c2ccoc2C)n1CCc1ccccc1,0.6%,-4%
COc1ccccc1OCCOc1cccc(/C=C2/SC(=S)N(C)C2=O)c1,0.1%,-1%
CN(C)CCCN1c2ccccc2CCc2ccc(Cl)cc21,-4.7%,8%
CCOc1cc(-c2nc(-c3ccccc3OC)no2)cc(OCC)c1OCC,0.0%,0%
COc1ccc(S(=O)(=O)N2CCOCC2)cc1Br,-2.4%,3%
CCOc1ccc(C(=O)COC(=O)c2ccccc2[N+](=O)[O-])cc1,-4.3%,0%
c1ccc(C2Nc3ccccc3-c3nc4ccccc4n32)cc1 (configuration not stated),1.0%,nt
COC(=O)CSc1cc(C(=O)c2nccn2C)c2ccccc2n1,-0.9%,-5%
CCN(CC)Cc1c(O)c(Cl)cc2c3c(c(=O)oc12)CCCC3,6.8%,nt
Cc1c(C(=O)/C=C/c2cccs2)oc2ccc(F)cc12,0.9%,nt
Cc1ccc(-c2noc(CSc3nnc(Cc4ccccc4)n3-c3ccc(Cl)cc3)n2)cc1,-1.3%,nt
COC(=O)c1cc(NC(=O)c2ccc(OC)c(Br)c2)cc(C(=O)OC)c1,32%,-5%
Cc1nc2ccc(S(=O)(=O)NC(C(=O)N3CCCCCC3)C(C)C)cc2s1 (configuration not stated),-9.1%,-2%
CC1(C)CN(O)CCN1O,2.4%,-1%
Cc1ccc(OCC(=O)O/N=C(\N)c2ccncc2)c(Br)c1,2.3%,3%
O=C(/C=C/c1ccc(Cl)cc1)Nc1ccc(-c2nc3ccccc3o2)c(O)c1,-3.6%,1%
COc1ccc(S(=O)(=O)N2CCN(C(=O)c3ccc([N+](=O)[O-])cc3)CC2)cc1,3.7%,3%
CCOC(=O)c1ccc(NC(=O)CC2C(=O)N(c3cccc(OC)c3)C(=O)N2CCOC)cc1 (configuration not stated),4.8%,-5%
CCOC(=O)c1cnc2cc(-c3ccccc3Cl)[nH]n2c1=O,-0.8%,2%

# Rewritten with values ahead of the structure: part of the list above
Hsp70 displacement | Rat MKP-3 inhibitors | canonical_smiles
-2.4% | 3% | COc1ccc(S(=O)(=O)N2CCOCC2)cc1Br
-4.3% | 0% | CCOc1ccc(C(=O)COC(=O)c2ccccc2[N+](=O)[O-])cc1
1.0% | nt | c1ccc(C2Nc3ccccc3-c3nc4ccccc4n32)cc1 (configuration not stated)
-0.9% | -5% | COC(=O)CSc1cc(C(=O)c2nccn2C)c2ccccc2n1
6.8% | nt | CCN(CC)Cc1c(O)c(Cl)cc2c3c(c(=O)oc12)CCCC3
0.9% | nt | Cc1c(C(=O)/C=C/c2cccs2)oc2ccc(F)cc12
-1.3% | nt | Cc1ccc(-c2noc(CSc3nnc(Cc4ccccc4)n3-c3ccc(Cl)cc3)n2)cc1
32% | -5% | COC(=O)c1cc(NC(=O)c2ccc(OC)c(Br)c2)cc(C(=O)OC)c1
-9.1% | -2% | Cc1nc2ccc(S(=O)(=O)NC(C(=O)N3CCCCCC3)C(C)C)cc2s1 (configuration not stated)
2.4% | -1% | CC1(C)CN(O)CCN1O
2.3% | 3% | Cc1ccc(OCC(=O)O/N=C(\N)c2ccncc2)c(Br)c1
-3.6% | 1% | O=C(/C=C/c1ccc(Cl)cc1)Nc1ccc(-c2nc3ccccc3o2)c(O)c1
3.7% | 3% | COc1ccc(S(=O)(=O)N2CCN(C(=O)c3ccc([N+](=O)[O-])cc3)CC2)cc1

# 3 entries from above, ordered by molecular weight, rising.
Compound,Hsp70 displacement,Rat MKP-3 inhibitors
CC(OC(=O)c1nsc(Cl)c1Cl)C(=O)NC(C)(C)C (configuration not stated),0.5%,nt
COc1ccc(Cl)cc1NC(=O)COc1c(C)cc(C)cc1C,0.7%,4%
CCOC(=O)N1CCC(N2CCN(S(=O)(=O)c3ccc(Cl)cc3)CC2)CC1,-0.3%,nt

# (listing goes on)
Compound,Hsp70 displacement,Rat MKP-3 inhibitors
CCOC(=O)c1c(NC(=O)c2cccnc2)sc2c1CCCC2,6.4%,-1%
CCOC(=O)c1ccccc1NC(=O)N1CCn2c(C)ccc2C1CC (configuration not stated),3.3%,-10%
Fc1ccc(CNc2ccc(CNc3ncn[nH]3)cc2)cc1,nt,-17%
CCNc1oc(-c2ccc(OC)cc2)nc1S(=O)(=O)c1ccc(Br)cc1,-2.0%,nt
N#C/C(C(=O)NCc1ccco1)=C1/SC(Cc2ccc(Cl)cc2)C(=O)N1c1ccccc1 (configuration not stated),-4.7%,2%
CCCC(=O)Nc1ccc(I)cc1Cl,6.5%,3%
N#C/C(=C\c1cn(-c2ccccc2)nc1-c1cccnc1)c1nnc2n1CCCCC2,-0.3%,nt
COc1ccc(OC)c(NC(=O)C2CCCN(S(=O)(=O)c3cccc4cccnc34)C2)c1 (configuration not stated),-0.1%,-8%
Fc1ccc(C2=NCCn3cccc32)cc1,-2.4%,1%
CC1CCN(c2ncnc3c2cnn3-c2ccccc2)CC1,-0.7%,9%
CCOCCCn1c(=S)[nH]c2cc(C(=O)NCCN(CC)CC)ccc2c1=O,-1.9%,0%
COc1cc(C)c(Cl)cc1S(=O)(=O)NCc1ccncc1,3.7%,-5%
O=c1c2cc(Cl)ccc2oc2nc3n(c(=O)c12)CCCS3,-0.1%,4%
CC(C)Cc1cc(C(=O)Nc2cc(Cl)ccc2Cl)no1,-3.9%,-8%
O=C(Nc1ccc(Cc2ccncc2)cc1)C(c1ccccc1)c1ccccc1,0.6%,0%
O=C(Nc1ccc(N2CCOCC2)cc1)C1(S(=O)(=O)c2ccccc2)CC1,0.1%&-3.1%,-1%&0%
CCCSCCCNC(=O)Cn1cc2c(n1)CCC(C)C2 (configuration not stated),3.4%,-6%
COC(=O)c1ccc(C2C(C(C)=O)=C(C)Nc3ncnn32)cc1 (configuration not stated),2.2%,-4%
O=C(c1ccncc1)N1CCN(C(=O)c2cccs2)CC1,-3.6%,0%
O=[N+]([O-])c1ccc(Oc2ccccc2Br)cc1,5.5%,0%
Cc1noc(C(=O)Nc2sc3c(c2C#N)CCC3)c1Cl,-1.8%,-4%
O=C(Nc1ccc(Oc2ccc(Cl)cc2)cc1)c1ncn[nH]1,-4.2%,-12%

# From PubChem BioAssay

# Not all compounds are listed (hit frequency here may not be typical).
